S100A4 inh HTS – blocks human S100A4 binding to myosin IIA peptide | P26447 | S100A4/TAMRA-MyoIIA peptide fluorescence polarization | inhibition, % at 10.7 µM | actives 0.14% (n = 360,000) | AID 652163;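 active = mean inhibition of at least 70% across replicates, with every replicate also reaching that level; inconclusive = mean inhibition reaches 70% but some replicates fall short; inactive = mean inhibition below 70%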
Target sequence (P26447 whole entry, looked up): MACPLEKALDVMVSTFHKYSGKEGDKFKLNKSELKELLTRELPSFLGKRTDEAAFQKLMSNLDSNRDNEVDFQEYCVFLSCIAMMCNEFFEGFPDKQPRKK
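assay system = human S100A4 monomer with TAMRA-labelled myosin IIA peptide | also added = labelled myosin peptide probe, 5 nM | incubation = 5 min between mix addition and reading | control set = DMSO and TFP controls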
SIRT5 block – inhibitors of human sirtuin-5 desuccinylase; Q9NXA8; Purified SirT5, succinyl-peptide AMC, trypsin-coupled fluorescence; inhibition, % at 15 µM; actives 1.1% (n = 330,000); AID 652115; in the data active = inhibition above about 15%; inconclusive = no clear call, values can overlap the other calls
Target sequence (Q9NXA8 whole entry, looked up): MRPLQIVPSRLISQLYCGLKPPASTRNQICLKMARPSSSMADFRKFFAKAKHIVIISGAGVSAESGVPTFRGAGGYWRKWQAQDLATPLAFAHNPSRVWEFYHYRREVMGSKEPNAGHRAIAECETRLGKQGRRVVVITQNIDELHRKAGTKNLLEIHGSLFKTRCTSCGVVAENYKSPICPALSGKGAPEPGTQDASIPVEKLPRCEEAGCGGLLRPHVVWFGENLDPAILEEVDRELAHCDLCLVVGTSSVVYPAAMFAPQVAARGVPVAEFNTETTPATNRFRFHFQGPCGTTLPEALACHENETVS
C2C12 statin – suppression of simvastatin myotoxicity | C2C12 myotubes + simvastatin, ATP luminescence, 48 h; scaled: DMSO 0, geranylgeraniol control 100 | rescue of ATP level, % at 7.49 µM | actives 0.78% (n = 330,000) | AID 602340;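 active = mean ATP rescue above about 67%, or every replicate alone reaching that limit, limit read from the data, passing the limit was not always enough; inconclusive = no clear call, values can overlap the other calls; inactive = mean under the limit and some replicate under it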;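 also: myotubes were challenged with 10 µM simvastatin during compound exposure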
PglD DTNB – blocks C. jejuni PglD acetyltransferase activity. inhibition, % at 12.5 µM. purified PglD enzyme, DTNB colorimetric CoA detection. actives 0.098% (n = 360,000). AID 602405; in the data active = inhibition above about 16%, passing the limit was not always enough; inconclusive = no clear call, values can overlap the other calls; also: strong numbers were not always called active
ERp5 block – blocks human ERp5 reductase activity on insulin; Q15084; ERp5 insulin aggregation, absorbance 650 nm, 90 min; inhibition, % at 9.99 µM; actives 0.05% (n = 350,000); AID 651711;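 active = mean replicate inhibition above about 25%, with every replicate also reaching it, limit read from the data, passing the limit was not always enough; inconclusive = only one of those two criteria met; inactive = neither criterion met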
DENV2 CPE – inhibitors of DENV2 cytopathic effect. DENV2-infected cells, cytopathic effect rescue, plate reader. CPE inhibition, % at 9.99 µM. actives 1.7% (n = 350,000); in the data active = CPE inhibition above about 20%, passing the limit was not always enough; inconclusive = no clear call, values can overlap the other calls; tested in BHK-21 cells;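 also: 0% = median of neutral control wells and 100% = median of positive control wells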
E-sel inducer – induces E-selectin expression in human endothelial cells; actives 0.37% (n = 260,000); HUVEC E-selectin immunofluorescence imaging; normalized: neutral wells 0, TNF-alpha wells 100; activation, % at 7.58 µM;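 active = mean E-selectin-positive cell signal at least 10% of the positive control, reached in at least 60% of replicates, without over 20% cell loss; inconclusive = no rule given, readout overlaps actives, possibly toxicity-flagged; inactive = the rest, including those meeting only one limit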;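 also: in these data hits start at about 27%; measured in HUVEC primary endothelial cells; signal is the percent of cells scored E-selectin positive by PE staining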
Target sequence (P16581 whole entry, looked up): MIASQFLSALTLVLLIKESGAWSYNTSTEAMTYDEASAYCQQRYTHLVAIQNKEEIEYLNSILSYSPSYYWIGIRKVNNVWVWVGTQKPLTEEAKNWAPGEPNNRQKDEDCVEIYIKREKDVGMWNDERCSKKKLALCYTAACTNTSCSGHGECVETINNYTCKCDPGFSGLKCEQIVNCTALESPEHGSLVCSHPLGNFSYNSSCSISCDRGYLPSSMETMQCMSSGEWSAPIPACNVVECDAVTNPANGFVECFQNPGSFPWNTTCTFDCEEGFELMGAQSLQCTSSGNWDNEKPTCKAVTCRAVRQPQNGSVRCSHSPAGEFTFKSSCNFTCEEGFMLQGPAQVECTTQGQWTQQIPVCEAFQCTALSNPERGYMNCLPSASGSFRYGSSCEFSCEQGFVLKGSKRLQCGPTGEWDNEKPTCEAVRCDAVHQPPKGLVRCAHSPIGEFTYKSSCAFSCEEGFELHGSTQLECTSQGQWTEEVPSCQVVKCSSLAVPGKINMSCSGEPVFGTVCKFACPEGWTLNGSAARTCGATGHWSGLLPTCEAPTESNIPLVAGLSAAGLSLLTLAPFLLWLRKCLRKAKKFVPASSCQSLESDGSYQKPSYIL
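Assay system: HUVEC, human umbilical vein endothelial cells / Amount: 3,000 HUVEC/well / Controls: TNF-alpha positive control, DMSO neutral control / Compound dosing: single concentration / Medium: EGM-2 over gelatin coat / Evaluation: percent E-selectin-positive cells / Signal: immunofluorescence imaging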
* = called active by the depositor; ? = inconclusive; nt = no result given; & = joins results of further samples. Only part of the results is shown (hit frequency here may not be typical).

SMILES	S100A4 inh HTS	SIRT5 block	C2C12 statin	PglD DTNB	ERp5 block	DENV2 CPE	E-sel inducer
O=C(CCc1nc2ccccc2c(=O)[nH]1)Nc1ccccc1N1CCCC1	-3	0	-13	3	-1	-7	nt
COc1cc(C(O)c2nc(-c3cc4ccccc4o3)cs2)ccc1F (configuration not stated)	-1	nt	37	-6	0	10	0.1
Cn1cc(-c2cccc3nncn23)cn1	-1	1	-4	1	-4	3	0.2
CC(C(=O)NCc1ccccc1)n1c(-c2ccc3c(c2)CCO3)nc2ccccc21 (configuration not stated)	2	-3	nt	nt	-5	0	0.0
COc1cc(CCC(=O)OCC(=O)Nc2ccc3c(c2)OCO3)cc(OC)c1OC	-6	-4	10	nt	1	4	nt
CN(CC(=O)Nc1ccccc1Br)C(=O)c1ccncc1	3	-1	18	-3	3	8	-0.7
C[C@@H]1CN(S(=O)C(C)(C)C)[C@@H](CCO)/C1=C\c1ccccc1 (some centres not stated)	-4	-1	-1	1	-10	-11	0.0
CCc1ccccc1NC(=S)NCC1CCN(c2ccc(OC)cc2)C1 (configuration not stated)	-4	-5	2	1	-4	8	2.1
Cn1cc(Cl)c(C(=O)OCC(=O)Nc2cccc(Cl)c2)n1	-1	nt	38	-4	0	-7	0.2
COc1ccc(CC(=O)OCc2csc(CC(=O)Nc3ccc(C)cc3)n2)cc1	-4	nt	3	0	1	-6	0.2
COc1cc(NC(=O)c2sc(C)nc2C)c(OC)cc1NC(=O)c1ccccc1	-4	0	3	0	0	?	0.0
O=C(CC1CC1)N1CC(=O)N2[C@H](CO)[C@H](c3ccc(-c4cccnc4)cc3)[C@@H]2C1	9	-3	nt	nt	1	-1	-0.2
CC(NC(=O)CNC(=O)c1cccc(Cl)c1)c1ccccc1 (configuration not stated)	3	0	-11	nt	0	-5	0.0
CCCCn1c(N)c(N(CC(C)C)C(=O)C2CC(=O)N(c3ccc(CC)cc3)C2)c(=O)[nH]c1=O (configuration not stated)	3	-2	nt	nt	2	-3	nt
CCOC(=O)N1CCC(=C(C#N)C(=O)Nc2cc(OC)ccc2OC)CC1	-1	1	18	-2	-9	-2	nt
CCCc1c(C(=O)N/N=C/c2cccnc2)nnn1-c1nonc1N	1	-4	17	-5	3	7	nt
CCCCCNC(=O)[C@@H]1CSC2c3ccccc3C(=O)N21 (some centres not stated)	0	5	nt	nt	0	-2	nt
CCC(=O)Nc1ccc2c(c1)C(=O)N(C)C[C@H](OC)[C@H](C)CN(Cc1cccc(F)c1)[C@H](C)CO2	-3	7	17	-1	-2	-7	-0.1
C=CCc1cccc2cc(C(=O)N3CCOCC3)c(=O)oc12	16	-4	10	1	0	6	nt
COc1cc(OC)cc(C(=O)NC(C(=O)Nc2ccc3c(c2)OCO3)C(C)C)c1 (configuration not stated)	2	0	6	-1	1	19	0.1
CC(C)(C)OC(=O)NCC(=O)NNC(=O)C(C(=O)OCc1ccccc1)c1ccccc1 (configuration not stated)	3	nt	4	-2	3	nt	0.1
CC1CCN(C(=O)CN(c2ccc3c(c2)OCO3)S(C)(=O)=O)CC1	2	-3	-5	7	-5	-2	nt
CC(NC(=O)CN1C(=O)COc2ccccc21)c1ccccc1 (configuration not stated)	7	-1	3	1	-3	10	nt
CC(C)CC(=O)Nc1nnc(CSCc2ccc(F)cc2)s1	2	-2	nt	-2	4	0	0.0
CC1(C(=O)NS(=O)(=O)c2ccccc2Cl)CCN1C(=O)Cc1ccc(Cl)cc1Cl (configuration not stated)	-2	4	-4	0	-4	-3	2.2

5 of the compounds above, in markdown.
| compound | S100A4 inh HTS | SIRT5 block | C2C12 statin | PglD DTNB | ERp5 block | DENV2 CPE | E-sel inducer |
| --- | --- | --- | --- | --- | --- | --- | --- |
| C[C@@H]1CN(S(=O)C(C)(C)C)[C@@H](CCO)/C1=C\c1ccccc1 (some centres not stated) | -4 | -1 | -1 | 1 | -10 | -11 | 0.0 |
| CCc1ccccc1NC(=S)NCC1CCN(c2ccc(OC)cc2)C1 (configuration not stated) | -4 | -5 | 2 | 1 | -4 | 8 | 2.1 |
| Cn1cc(Cl)c(C(=O)OCC(=O)Nc2cccc(Cl)c2)n1 | -1 | nt | 38 | -4 | 0 | -7 | 0.2 |
| COc1ccc(CC(=O)OCc2csc(CC(=O)Nc3ccc(C)cc3)n2)cc1 | -4 | nt | 3 | 0 | 1 | -6 | 0.2 |
| COc1cc(NC(=O)c2sc(C)nc2C)c(OC)cc1NC(=O)c1ccccc1 | -4 | 0 | 3 | 0 | 0 | ? | 0.0 |

(next part)
SMILES	S100A4 inh HTS	SIRT5 block	C2C12 statin	PglD DTNB	ERp5 block	DENV2 CPE	E-sel inducer
COc1ccc(S(=O)(=O)N(C)C[C@@H]2OCCCC[C@@H](C)Oc3ccc(NC(=O)NC4CCCCC4)cc3C(=O)N([C@@H](C)CO)C[C@@H]2C)cc1	0	-1	nt	-1	7	-7	nt
O=C(Nc1cccc(F)c1)C1CCN(S(=O)(=O)c2cnc[nH]2)CC1	2	0	-2	-12	0	-5	nt
CC12CC(O)C3c4ccc(O)cc4CCC3C1CC/C2=N\O (configuration not stated)	3	3	2	-5	3	-6	nt
C[C@@H]1CN([C@@H](C)CO)C(=O)c2cc(NC(=O)CCN3CCOCC3)ccc2O[C@H]1CN(C)Cc1ccccc1	4	5	-11	6	-2	-4	-0.1
Cc1ccccc1CN(C)C[C@H]1OCc2cn(nn2)CCCC(=O)N([C@H](C)CO)C[C@@H]1C	-3	-5	0	-1	-3	1	-0.2
CCN(CC(=O)Nc1cc(Cl)ccc1C)C(=O)C1CC1	-3	-2	11	-4	-9	16	nt
O=C(C[C@H]1C[C@@H]2c3cc(NC(=O)Nc4ccccc4)ccc3O[C@@H]2[C@H](CO)O1)NCC(F)(F)F	-2	-3	1	5	7	7	0.0
CC=Cc1ccc2n(c1=O)C[C@@H]1[C@@H](CO)[C@H](C(=O)N3CCc4ccccc4C3)[C@H]2N1CCC (mixture of isomers)	-8	6	5	-3	nt	19	-0.4
COc1cccc(CN(C)C(=O)CSCC(=O)Nc2cc(C)on2)c1OC	3	-2	nt	nt	1	5	-1.8
COc1ccc(CN2CCN(Cc3ccccc3F)CC2)c(OC)c1	0	-4	13	1	-2	-6	0.0
Cc1noc(C)c1NC(=O)Nc1ccc2c(c1)CC(=O)N([C@@H](C)CO)C[C@H](C)[C@@H](CN(C)Cc1ccc(-c3ccccc3)cc1)O2	-5	5	55	nt	3	1	3.5
Cc1cc(C)c(C)c(OCCCCN2CCCCC2)c1	0	-1	10	-3	6	12	0.4
COc1ccc(C2=NN(C(C#N)c3ccc(OC)cc3)C(c3ccccc3)C2)cc1 (configuration not stated)	-2	5	nt	1	0	5	nt
COc1ccc(C(C)NC(=O)c2ccccc2Br)cc1OC (configuration not stated)	1	0	nt	14	6	4	nt
COc1ccc(NC(=O)CN(C)CC(=O)Nc2ccccc2SC)cc1Cl	2	3	2	nt	-2	nt	0.3
CC(C)(C)NC(=O)COC(=O)c1ccc(NC(=O)CC#N)cc1	-10	3	nt	nt	1	3	nt
C[C@@H]1CN([C@@H](C)CO)C(=O)Cc2cc(NC(=O)Nc3ccc4c(c3)OCO4)ccc2O[C@@H]1CN(C)C(=O)Nc1ccc(C(F)(F)F)cc1	-25	5	-54	2	15	14	1.2
NS(=O)(=O)c1cc(C(=O)OCCNC(=O)c2ccccc2)c(Cl)cc1Cl	-1	0	-7	10	2	-4	4.1
CC(=O)c1cccc(NC(=O)C(C)OC(=O)CCN=C2NS(=O)(=O)c3ccccc32)c1 (configuration not stated)	18	0	-3	-7	-2	?	nt
Cc1ccc(NC(=O)c2nc(S(=O)(=O)Cc3ccccc3C)ncc2Cl)cc1C	-1	16*	-4	5	3	-7	-0.1
OCC[C@@H]1C[C@H](O)[C@@H](O)[C@@]2(OCc3cc(Cl)ccc32)O1	2	-4	5	7	-1	15	5.1
CC1=C(C(=O)Nc2ccccc2)C(c2cc(CN3CCOCC3)cs2)C2=C(CCCC2=O)N1 (configuration not stated)	4	-4	nt	nt	3	8	0.6
CN(Cc1ccccn1)C(=O)C1CCC(=O)N(Cc2cccc(C(F)(F)F)c2)C1 (configuration not stated)	-3	0	5	-5	-2	-4	nt
C=CCNC(=O)[C@H]1[C@@H]2C(=O)O[C@@H](c3ccccc3)[C@@H](c3ccccc3)N2[C@@H](c2ccc(OCCO)cc2)[C@]12C(=O)Nc1ccccc12	4	3	nt	10	1	-3	nt
COCCNC(=O)Cc1ccc(F)cc1	1	nt	nt	nt	1	0	nt
SMILES	S100A4 inh HTS	SIRT5 block	C2C12 statin	PglD DTNB	ERp5 block	DENV2 CPE	E-sel inducer
COc1ccc([Si](C)(C)[C@@H]2[C@@H](CCO)O[C@]3(C(=O)N4c5c(cc(OC)cc53)C(C)=CC4(C)C)[C@H]2C)cc1	7	15*	nt	0	6	3	nt
O=c1c2c3c(sc2nc(NCCO)n1-c1ccccc1)CCCC3	8	-12	1	3	2	7	nt
COc1ccccc1C(=O)Nc1ccc(-c2nnn(CC(=O)N3CCOCC3)n2)cc1	3	-5	4	-2	0	0	nt
CS(=O)(=O)c1ccc(C(=O)N2CCc3ccccc3C2)cc1	0	-4	nt	nt	0	9	-3.4
O=C(CSCc1ccco1)NC1CCCC1	0	1	nt	nt	1	-5	-0.2
CC1=C(C(=O)N2CCOCC2)CC(CC(=O)NCCc2ccccn2)C(=O)N1Cc1ccc(C(C)(C)C)cc1 (configuration not stated)	4	-1	-8	-5	0	1	6.4
C[C@H](CO)N1C[C@H](C)[C@@H](CN(C)Cc2ccncc2)Oc2cc(C3=CCCC3)ccc2S1(=O)=O	-23	0	-15	0	-1	3	0.9
COc1ccc2nc(NNC(=O)COc3ccccc3)sc2c1	8	-6	nt	nt	8	-5	nt
C[C@@H]1CN([C@@H](C)CO)C(=O)c2cc(NC(=O)c3ccncc3)ccc2O[C@@H](C)CCCCO[C@H]1CN(C)C(=O)Cc1ccccc1	-9	-4	nt	0	0	8	2.4
O=C(NCc1ccccc1)C1=C[C@@H](c2ccc(Br)cc2)C[C@@H](OCc2ccc(CO)cc2)O1	17&-66	7&0	-6	0&-2	5&2	-4&2	0.1
CC(Sc1nc2ncc(Cl)cc2[nH]1)C(=O)Nc1ccccc1[N+](=O)[O-] (configuration not stated)	0	-1	-10	0	4	8	0.1
COc1cc(NC(=O)Cn2cnc(S(=O)(=O)N3CCCCC3)c2)cc(OC)c1OC	-1	-6	-11	4	-7	-5	nt
C[C@@H]1CN([C@H](C)CO)C(=O)c2cccc(NC(=O)Nc3ccc(C(F)(F)F)cc3)c2O[C@H]1CN(C)S(=O)(=O)c1cccs1	-35&44	17*	-37&13	-3&7	-4&1	4&5	16
CCCNC(=O)Nc1ccc2c(c1)C(=O)N(C)C[C@H](OC)[C@H](C)CN(Cc1cncnc1)[C@@H](C)CO2	2	-2	-2	4	0	11	-0.1
CC(=O)Nc1n[nH]c(=S)s1	1	-4	nt	nt	0	-9	0.0
C[C@H]1CCCCO[C@H](CN(C)S(C)(=O)=O)[C@@H](C)CN([C@@H](C)CO)C(=O)c2cc(NC(=O)C3CCCCC3)ccc2O1	4	5	-8	3	6	0	-0.3
O=C(COC(=O)/C=C/c1ccc(F)cc1)NC1CCCC1	8	-5	-4	3	7	-5	-3.6
CC(C)C(NC(=O)OCc1ccccc1)C(=O)OCC(=O)NC1CC1 (configuration not stated)	9	-3	5	6	-6	15	nt
COc1cccc(NC(=S)N(CCC(C)C)C(C)c2ccncc2)c1 (configuration not stated)	-1	-4	-1	0	1	-5	-0.4
COc1ccc(C(=O)COC(=O)C2CCN(c3ccc(C(F)(F)F)cn3)CC2)c(OC)c1	-1	-2	4	-2	3	11	-0.2
C/C=C/c1cnc2c(c1)C(=O)N([C@@H](C)CO)C[C@H](C)[C@H](CN(C)C(=O)c1cccnc1)O2	1	-2	-2	0	-1	7	0.3
CCOc1ccccc1OCCCC(=O)NCCc1ccc(S(N)(=O)=O)cc1	0	-3	9	-2	1	3	nt

High-throughput results from PubChem BioAssay.
